Bioassay records deposited in PubChem BioAssay by The Scripps Research Institute Molecular Screening Center.
PREPL inh: inhibits the human prolyl oligopeptidase-like enzyme. recombinant PREPL, fluorescence polarization activity-based probe. Q4J6C6. hit rate 0.68% among 320,000. inhibition, % at 5.96 µM; in the data active means inhibition above about 43%;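 further: 0% = enzyme with DMSO and 100% = wells lacking enzyme; many of its hits are not listed in these tables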
GSTO1 counter: blocks human GSTO1 in RBBP9 counter-screen; AID 1974; recombinant GSTO1, activity-based probe fluorescence polarization; P78417; inhibition, % at 5.96 µM; hit rate 1.1% among 300,000;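 active means inhibition above the campaign mean inhibition plus 3 SD, cut at about 35% in these data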;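 further: 0% = GSTO1-1 with DMSO and 100% = wells lacking GSTO1-1 enzyme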
PAFAH1B3 inh: blocks human PAF acetylhydrolase 1B catalytic subunit 3; recombinant PAFAH1B3, FP-rhodamine probe, fluorescence polarization; hit rate 0.28% among 340,000; inhibition, % at 3.39 µM; Q15102;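 active means inhibition above the screen-wide average of all tested compounds plus 3 SD, cut at about 25% in these data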;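 further: 0% = enzyme with DMSO only and 100% = wells lacking PAFAH1B3 protein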
PME-1 primary: blocks human protein phosphatase methylesterase 1. recombinant PME-1, FP-Rh probe fluorescence polarization. inhibition, % at 5.9 µM. hit rate 0.53% among 320,000. AID 2130;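 active means inhibition above the campaign mean of all compounds plus 3 SD, cut at about 26% in these data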;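 further: competitive labeling of PME-1 active site by serine hydrolase directed probe; 0% = PME-1 with DMSO and 100% = wells lacking PME-1 enzyme; inhibitors block probe labeling so polarization falls and inhibition rises; many of its hits are not listed in these tables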
PAFAH1B2 inh: PAFAH1B2 (human) inhibition; recombinant PAFAH1B2, FP-rhodamine activity probe, fluorescence polarization; inhibition, % at 3.39 µM; hit rate 1.2% among 340,000;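 active means inhibition above the mean of all tested compounds plus 3 SD, cut at about 24% in these data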;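 further: 0% = enzyme with DMSO and 100% = wells lacking PAFAH1B2; many of its hits are not listed in these tables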
Target sequence (P68402 whole entry, looked up): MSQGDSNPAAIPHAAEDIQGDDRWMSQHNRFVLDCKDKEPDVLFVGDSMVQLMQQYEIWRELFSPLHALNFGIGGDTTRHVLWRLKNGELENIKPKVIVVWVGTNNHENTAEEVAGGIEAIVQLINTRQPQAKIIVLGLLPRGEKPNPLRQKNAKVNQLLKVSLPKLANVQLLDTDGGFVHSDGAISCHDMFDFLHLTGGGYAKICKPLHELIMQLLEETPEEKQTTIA
pPAFAH inh: inhibitors of human plasma PAF acetylhydrolase (pPAFAH); Q13093; inhibition, % at 3.39 µM; hit rate 1.5% among 330,000; recombinant pPAFAH, FP-rhodamine probe fluorescence polarization;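 active means inhibition above the mean inhibition across the screen plus 3 SD, cut at about 25% in these data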;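 further: inhibitors block binding of the rhodamine activity-based probe so polarization drops; 0% = enzyme with DMSO and 100% = wells lacking pPAFAH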
PAD4 FP inh: blocks human protein arginine deiminase 4; AID 485272; inhibition, % at 6.36 µM; hit rate 0.41% among 330,000; Q9UM07; recombinant PAD4, RCA probe fluorescence polarization;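 active means percent inhibition above a cutoff equal to the mean of all tested compounds plus 3 SD, cut at about 15% in these data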;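 further: 0% = PAD4 with RCA probe and DMSO and 100% = probe without PAD4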
Target sequence (Q9UM07 whole entry, looked up): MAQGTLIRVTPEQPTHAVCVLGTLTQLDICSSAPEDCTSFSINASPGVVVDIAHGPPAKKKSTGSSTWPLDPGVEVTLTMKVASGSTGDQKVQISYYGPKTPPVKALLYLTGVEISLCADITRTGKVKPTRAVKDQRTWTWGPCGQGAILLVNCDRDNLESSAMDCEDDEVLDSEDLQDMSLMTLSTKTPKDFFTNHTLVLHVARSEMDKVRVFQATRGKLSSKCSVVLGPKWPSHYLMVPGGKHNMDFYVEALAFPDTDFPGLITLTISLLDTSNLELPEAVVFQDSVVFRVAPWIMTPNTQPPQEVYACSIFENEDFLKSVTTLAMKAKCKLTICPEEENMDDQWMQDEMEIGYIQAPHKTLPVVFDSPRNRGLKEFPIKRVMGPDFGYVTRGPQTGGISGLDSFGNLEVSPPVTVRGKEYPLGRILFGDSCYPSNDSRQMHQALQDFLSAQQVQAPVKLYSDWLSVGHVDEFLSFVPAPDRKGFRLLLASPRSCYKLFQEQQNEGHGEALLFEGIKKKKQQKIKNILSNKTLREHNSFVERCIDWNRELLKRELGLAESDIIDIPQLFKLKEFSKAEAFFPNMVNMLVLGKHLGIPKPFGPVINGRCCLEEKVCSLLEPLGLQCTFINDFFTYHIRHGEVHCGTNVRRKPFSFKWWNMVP
LYPLA2 inh: counter-screen for PME1 inhibitors: inhibitors of human LYPLA2 | inhibition, % at 5.9 µM | AID 2177 | O95372 | hit rate 0.38% among 320,000 | recombinant LYPLA2, FP-Rh probe fluorescence polarization;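 active means inhibition above the screen-wide mean plus 3 SD, limit set per campaign, cut at about 26% in these data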;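 further: 0% = LYPLA2 with DMSO and 100% = wells lacking LYPLA2 enzyme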
LYPLA1 inh: blocks human lysophospholipase 1, a PME1 counter-screen | hit rate 0.16% among 320,000 | O75608 | recombinant LYPLA1, FP-Rh probe fluorescence polarization | AID 2174 | inhibition, % at 5.9 µM;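 active means inhibition above the mean of all tested compounds plus 3 SD, set per campaign, cut at about 14% in these data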;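 further: inhibitors block serine hydrolase probe labeling of LYPLA1 so polarization falls; 0% = enzyme with DMSO and 100% = wells lacking LYPLA1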
The depositor's hits bear a star; . = not tested or not shown. These rows are one share of the data, so the mix of outcomes need not match the whole.

SMILES	PREPL inh	GSTO1 counter	PAFAH1B3 inh	PME-1 primary	PAFAH1B2 inh	pPAFAH inh	PAD4 FP inh	LYPLA2 inh	LYPLA1 inh
Cc1ccc2[nH]c(=O)c(CN(Cc3ccco3)C(=O)CN3CCCC(C)C3)cc2c1 (configuration not stated)	5	5	7	-2	0	3	-1	6	1
N#CC(C#N)=CC1=C2OC(c3ccccc3)=CC(c3ccccc3)=C2CCC1	7	2	7	4	6	10	-3	-1	4
CCCOc1ccc2c3c(c(=O)oc2c1OCCC)CCC3	4	1	4	1	4	5	-1	2	1
O=C(CN1C(=O)COc2ccc(Cl)cc21)Nc1ccccn1	-5	4	4	-2	-3	2	-1	4	2
CN(C(=O)C1CCN(S(=O)(=O)c2cccs2)CC1)c1ccccc1	1	7	7	8	1	1	-1	-1	2
OC(CNC1CCCc2ccccc21)COc1ccc2ccccc2c1 (configuration not stated)	-6	13	11	1	3	1	-7	-2	-5
CCCCOC(=O)C[N+](C)(C)CCOC1CC2CCC1(C)C2(C)C (configuration not stated)	4	1	8	3	0	4	1	4	3
O=C(Nc1ccc(O)c(C(=O)O)c1)c1cccc(NC(=O)c2ccco2)c1	-8	4	8	-1	-8	6	5	-3	-4
COc1ccc(C2CC3CC(c4ccccc4)N2O3)cc1 (configuration not stated)	-1	7	1	-2	10	-1	-1	-2	0
O=C(Nc1ccc(Cl)cn1)c1cccc(S(=O)(=O)N2CCCC2)c1	18	10	6	-2	3	4	-3	-1	-2
S=C1NCCC12C(=S)Nc1ccccc12 (configuration not stated)	-1	-3	6	-2	3	-3	5	1	5
COC(=O)C1CCN(c2cc(=O)n(-c3ccccc3Cl)c(=O)[nH]2)CC1	1	-3	1	-7	1	5	2	1	-1
Cc1nnc(Nc2ccc(Cl)cc2)n(N)c1=O	8	3	7	-4	2	0	-3	11	2
COc1ccc(CNC(=O)COC(=O)c2ccc(Br)cc2)cc1	-5	19	8	1	4	12	-2	8	0
Cc1noc(C)c1COC(=O)C1CCN(S(=O)(=O)c2ccc(F)cc2)CC1	13	.	2	13	6	-4	-2	-1	-2
Cc1ccc(NC(=O)CCC(=O)c2ccc(Cl)s2)nc1	2	.	3	-9	-1	16	-5	-1	-4
O=C(CN(Cc1ccccc1)C1=NCCS1)c1ccc(Cl)cc1	-50	2	-1	6	6	1	1	-5	-2
Cc1[nH]n(-c2cccc(Cl)c2)c(=O)c1C=NC12CN3CN(CN(C3)C1)C2	0	1	1	0	1	2	-3	3	1
CN(C)C(=O)CCc1ccc2c3c([nH]c2c1)[C@]1(CCc2ccccc2)[C@@H](C(=O)N2CCCCC2)C[C@H](CC(=O)NCCCn2ccnc2)C(=O)N1CC3	.	.	5	.	1	9	-2	.	.
Cn1cc(C(=O)NCCN2CCN(c3cccc(Cl)c3)CC2)c2c3ccccc3n(C)c2c1=O	46*	2	11	3	2	0	3	26*	7
N=c1sccn1CC(=O)Nc1ccc(S(N)(=O)=O)cc1	21	34	6	4	2	-2	0	0	0
O=C(CC1OC(=O)c2ccccc21)Nc1cccc(S(=O)(=O)N2CCCCCC2)c1 (configuration not stated)	6	-1	5	5	4	-1	1	-3	-3
CCN1CCCc2cc(CN(CCN3CCOCC3)C(=O)Nc3ccc(C)c(C)c3)ccc21	22	18	6	5	-1	7	-11	-3	1
CC(=O)c1ccc(NS(=O)(=O)c2ccc(N/C=C/C(=O)c3ccc(F)cc3)cc2)cc1	-1	-209	-4	-39	-13	-12	-2	-20	-9
CC(=O)N1CCOc2ccc(S(=O)(=O)NCC3CCC(C(=O)Nc4ccc(C)cn4)CC3)cc21 (configuration not stated)	5	-1	-1	6	-2	0	0	2	1
O=c1[nH]cnc2c1ncn2Cc1ccc([N+](=O)[O-])cc1	11	-4	2	2	6	4	-4	3	8
CC(C)[C@H](NC(=O)C1CCN(S(=O)(=O)c2ccc(F)cc2)CC1)C(=O)NCc1ccncc1	-5	-1	2	4	9	5	-5	-1	1
Cc1cccc(NC(=O)c2cc[n+]([O-])cc2)c1C	7	1	5	7	3	0	0	4	0
C/C(CC(=O)Nc1ccc(Cl)cc1Cl)=N\NC(=O)c1ccncc1	-3	4	4	3	9	0	2	5	-1
CCC(Oc1ccc2c(=O)c(-c3ccccc3OC)coc2c1)C(=O)OCc1ccccc1 (configuration not stated)	-20	-6	2	0	6	8	1	-11	-9
COc1cc(C)c(NC(=S)Nc2cccc(Cl)c2C)cc1OC	13	3	12	12	-1	3	3	-2	2
O=C(Cc1ccc(F)cc1)N/N=C/c1ccccn1	5	-4	6	-1	3	1	5	5	2
Cc1noc(C)c1S(=O)(=O)N(CC(=O)N1CCn2c1nc1ccccc12)c1ccc(C(C)C)cc1	4	6	2	1	-1	5	1	-1	1
O=C(Nc1cc(-c2nn(CC(=O)N3CCCCC3)c(=O)c3ccccc23)ccc1N1CCOCC1)c1ccc(Cl)cc1	9	6	-9	-2	0	6	-4	2	3
COCCn1c(SC)nnc1-c1c[nH]c2ccccc12	1	4	4	7	4	4	-3	3	-1
COc1cc2c(cc1NS(=O)(=O)N1CCCCC1)oc1ccccc12	-3	0	1	-1	-3	0	0	-3	-5
COc1ccc(NC(=O)CSc2nc(N)cc(N)n2)cc1S(=O)(=O)N1CCCCC1	0	.	8	8	2	1	1	-1	2
O=C(CSc1ccc(F)cc1)Nc1nnc(-c2ccco2)o1	10	20	-9	-5	12	1	3	4	-1
O=C(Cc1cccs1)Nc1ccccn1	20	-6	-8	-5	2	5	4	-1	-1
CCOC(=O)c1c(-c2ccc(C)o2)csc1NC(=O)CSc1ncn[nH]1	-1	4	-1	7	-4	8	2	3	1
CCOC(=O)CCC(=O)NNC(=O)c1ccc(NC(=O)c2ccccc2)cc1	2	10	1	-7	0	0	-1	1	3
Cc1ccc(S(=O)(=O)NCCCNC(=O)c2ccccc2)cc1	-12	-5	1	1	3	6	-3	6	3
CCn1c(C(=O)OC)cc2c1ccn2-c1ccc(F)cc1	16	0	-2	6	2	9	2	2	3
CCN(CC)S(=O)(=O)c1cc(NC(=O)CCNC(=O)c2ccco2)ccc1C	-6	4	3	-4	7	4	2	0	3
Cn1nc(C(=O)Nc2nc3ccccc3[nH]2)c2ccccc2c1=O	10	-4	5	-3	0	-5	-4	2	-3
CSc1oc(-c2ccco2)nc1S(=O)(=O)c1ccc(Br)cc1	-10	3	-2	6	2	3	2	3	-5
CCOC(=O)CC(=O)c1[nH]c(C)c(C(=O)OCC)c1C	5	10	9	3	4	7	5	3	3
Cc1cc(C)n2nc(N)c(N=Nc3ccc4c(c3)OCO4)c2n1	-2	4	8	2	-3	3	0	-14	-2
COc1ccc(N2CC(C(=O)NCc3ccco3)CC2=O)cc1 (configuration not stated)	-8	0	3	5	6	3	2	-3	0
C=CCNC(=S)N1CCN(CCN=CC2=C(O)CC(c3cccs3)CC2=O)CC1 (configuration not stated)	5	-10	3	-4	-1	4	-1	1	4

(listing goes on)
SMILES	PREPL inh	GSTO1 counter	PAFAH1B3 inh	PME-1 primary	PAFAH1B2 inh	pPAFAH inh	PAD4 FP inh	LYPLA2 inh	LYPLA1 inh
COc1ccc(NS(=O)(=O)CC(C)C)c(OC)c1	21	3	1	0	-1	3	1	2	3
COc1ccc(CNC(=O)CSc2nc(SC)ns2)cc1	-8	9	-3	1	5	5	0	3	1
CCOC(=O)CC1=NS(=O)(=O)c2ccccc2N1	-3	4	2	1	-5	3	-8	-4	-3
CCN(C(=O)CSc1nc2ccccc2n1CC)C1CCS(=O)(=O)C1 (configuration not stated)	3	-2	-8	4	2	3	-2	5	2
CC(C)CNC(=O)c1cccc(NC(=O)c2ccc(Cl)c([N+](=O)[O-])c2)c1	1	-1	-5	10	6	3	2	1	-4
Cc1cc(N2CC(C(=O)NCc3cccs3)CC2=O)ccc1C(C)C (configuration not stated)	-1	-6	11	1	8	4	-1	-9	-3
COc1ccc(-c2nc(CS(=O)CC(=O)NCCN3CCCCC3C)c(C)o2)cc1OC (configuration not stated)	8	1	-2	-7	0	-9	-4	0	2
CN(CC(=O)NC1CCN(Cc2ccccc2)CC1)S(=O)(=O)c1ccc(Cl)s1	13	.	1	2	-8	4	-2	3	-2
CCN1Cc2c(cc(OC)c(OC)c2OC)-c2ccccc2S1(=O)=O	.	.	6	.	4	4	0	.	.
O=C(C1=C[C@H](c2coc3ccccc3c2=O)C[C@H](OCCCCO)O1)N1CCN(Cc2ccc3c(c2)OCO3)CC1	4	-4	-4	2	7	-11	-5	-4	-3
Cc1c(-n2c(=O)n(Cc3ccccc3)c(=O)c3[nH]cnc32)cccc1S(C)=O (configuration not stated)	-3	6	17	-3	3	5	-3	0	0
COC(=O)CN1C2(C#N)CCCCC2CC2CCCCC21C#N (configuration not stated)	7	1	1	10	3	1	1	8	3
CN1CCN(C(=O)c2cc3sc4ccccc4c3s2)CC1	13	-16	.	-5	.	52*	1	1	-3
CC1=CC(=O)CC2C1(C)CCC(C)C2(C)CCC(C)CC(=O)O (configuration not stated)	5	20	7	5	18	4	2	3	0
Cc1ccc(OCC(=O)N(Cc2ccccc2)C2CCS(=O)(=O)C2)c([N+](=O)[O-])n1 (configuration not stated)	-7	-3	-5	-3	2	1	2	-1	-5
CCc1ccc(NC(=O)C2CCN(S(=O)(=O)c3c(C)noc3C)CC2)cc1	0	5	0	1	0	12	5	-3	-3
Cn1c(/C(C#N)=C(\O)c2ccc([N+](=O)[O-])s2)nc2ccccc21	13	3	9	-1	1	6	1	6	-3
O=C(CSc1nc2ccccc2o1)NC(=O)NCc1ccco1	-11	0	-4	-4	-42	13	0	-1	4
Cc1c(C#N)c2ncnc(-c3ccccc3)c2n1-c1ccccc1	-6	3	-2	-5	10	3	-1	-4	-3
CCOc1ccccc1OCC(=O)Nc1ccc(S(=O)(=O)Nc2ncccn2)cc1	10	-3	2	5	-1	-2	-6	8	2
Cc1c(Cl)c([N+](=O)[O-])nn1Cc1ccc(C(=O)N/N=C\c2ccccn2)o1	-7	1	-4	-6	0	5	-4	8	-4
O=C(CSc1nnc(-c2ccncc2)n1CCc1ccccc1)NCc1ccccc1	8	1	12	1	4	8	-2	4	-1
CC1CCCC(NC(=O)COC(=O)c2cc3ccccc3oc2=O)C1C (configuration not stated)	11	.	10	.	12	-6	2	.	.
Cn1c(SCc2ccccc2Cl)nc2ccccc21	-4	11	1	-5	-1	2	-8	11	2
O=C1CCC(C(=O)Nc2cccc(C(F)(F)F)c2)N1 (configuration not stated)	-1	1	9	3	-1	0	-1	-1	1
Cc1ccc(C(=O)N2CCC3(CC2)NCCc2[nH]cnc23)cc1	1	9	5	4	1	6	-1	12	4
O=C(/C=C/c1ccc(Br)cc1)c1ccc(NC2=NCCCS2)cc1	-1	-14	-5	-11	-8	0	-1	-9	-8
CN(Cc1ccccc1)C(=O)c1cc(=O)[nH]c2ccccc12	-2	-6	4	-3	7	0	-3	-6	-5
COc1cc(NC(C)=O)c2ncccc2c1[N+](=O)[O-]	4	1	1	-1	-2	-1	-5	-2	-3
CN1CCc2nc(NC(=O)COc3ccc(C#N)cc3)sc2C1	-3	2	11	-2	8	1	-7	-5	-4
CCC(C)C(NC=C1C(=O)OC(C)(C)OC1=O)C(=O)O (configuration not stated)	2	1	17	-2	10	-1	-4	1	1
